Bioassay records: PubChem, Broad Institute
ERp5 block: inhibitors of ERp5-driven insulin aggregation, primary screen, biochemical, turbidity, absorbance 650 nm, single point. 90 min. inhibition, % at 9.99 µM. 350,000 compounds, 0.05% hits. AID 651711, 2012;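 active means mean replicate inhibition above about 25%, with every replicate also reaching it, limit read from the data, passing the limit was not always enough; inconclusive means only one of those two criteria met; inactive means neither criterion met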
Target sequence (Q15084 whole entry, looked up): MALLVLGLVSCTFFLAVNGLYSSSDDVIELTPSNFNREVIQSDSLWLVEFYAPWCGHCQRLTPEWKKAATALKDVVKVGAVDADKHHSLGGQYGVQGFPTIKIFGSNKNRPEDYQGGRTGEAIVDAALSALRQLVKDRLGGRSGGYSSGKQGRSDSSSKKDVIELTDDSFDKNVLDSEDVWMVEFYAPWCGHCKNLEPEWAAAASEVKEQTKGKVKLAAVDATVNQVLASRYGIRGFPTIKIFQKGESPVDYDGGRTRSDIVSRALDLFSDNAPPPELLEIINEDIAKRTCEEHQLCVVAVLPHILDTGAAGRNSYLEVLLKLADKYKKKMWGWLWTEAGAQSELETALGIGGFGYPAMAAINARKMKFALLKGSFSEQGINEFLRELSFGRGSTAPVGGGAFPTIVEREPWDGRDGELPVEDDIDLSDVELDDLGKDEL
Statin myotox sup: suppressors of statin myotoxicity in C2C12 myotubes, primary screen, cell-based, single point, plate reader | C2C12 myotubes + simvastatin, ATP luminescence, 48 h; scaled: DMSO 0, geranylgeraniol control 100 | rescue of ATP level, % at 7.49 µM | 330,000 compounds, 0.78% hits | AID 602340, 2012;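 active means mean ATP rescue above about 67%, or every replicate alone reaching that limit, limit read from the data, passing the limit was not always enough; inconclusive means no clear call, values can overlap the other calls; inactive means mean under the limit and some replicate under it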;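 further: myotubes were challenged with 10 µM simvastatin during compound exposure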
DENV2 CPE rescue: inhibitors of DENV2 cytopathic effect, primary screen, cell-based, plate reader, single concentration; DENV2-infected cells, cytopathic effect rescue; CPE inhibition, % at 9.99 µM; 350,000 compounds, 1.7% hits; AID 651640, 2012; in the data active means CPE inhibition above about 20%, passing the limit was not always enough; inconclusive means no clear call, values can overlap the other calls; tested in BHK-21 cells;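 further: 0% = median of neutral control wells and 100% = median of positive control wells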
E-selectin induc: E-selectin induction in HUVECs, primary screen, imaging, HUVEC, immunofluorescence imaging, single point. normalized: neutral wells 0, TNF-alpha wells 100. P16581. 260,000 compounds, 0.37% hits. activation, % at 7.58 µM;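 active means mean E-selectin-positive cell signal at least 10% of the positive control, reached in at least 60% of replicates, without over 20% cell loss; inconclusive means no rule given, readout overlaps actives, possibly toxicity-flagged; inactive means the rest, including those meeting only one limit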;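 further: in these data hits start at about 27%; measured in HUVEC primary endothelial cells; signal is the percent of cells scored E-selectin positive by PE staining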
Target sequence (P16581 whole entry, looked up): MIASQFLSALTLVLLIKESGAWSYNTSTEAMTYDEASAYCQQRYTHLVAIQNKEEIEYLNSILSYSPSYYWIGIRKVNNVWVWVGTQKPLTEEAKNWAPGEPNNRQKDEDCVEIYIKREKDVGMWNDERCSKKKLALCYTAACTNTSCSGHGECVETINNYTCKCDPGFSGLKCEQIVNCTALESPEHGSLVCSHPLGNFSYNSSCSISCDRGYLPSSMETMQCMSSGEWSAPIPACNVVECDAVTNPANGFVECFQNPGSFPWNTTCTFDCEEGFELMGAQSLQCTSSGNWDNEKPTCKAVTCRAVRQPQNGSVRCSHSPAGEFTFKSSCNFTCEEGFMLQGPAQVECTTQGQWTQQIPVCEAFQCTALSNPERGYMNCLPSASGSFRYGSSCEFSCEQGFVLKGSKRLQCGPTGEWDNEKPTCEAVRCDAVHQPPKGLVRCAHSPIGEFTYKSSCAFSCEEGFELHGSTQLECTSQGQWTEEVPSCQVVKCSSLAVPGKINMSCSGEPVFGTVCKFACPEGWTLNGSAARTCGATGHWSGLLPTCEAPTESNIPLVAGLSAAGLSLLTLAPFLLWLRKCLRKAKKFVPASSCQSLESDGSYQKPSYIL
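Read-out basis: % PE-positive cells; Test system: HUVEC primary endothelial cells; Technique: immunofluorescence imaging; Dosing: single-point compound dose.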
SIRT5 block: SIRT5 desuccinylase inhibitors, primary screen, biochemical, fluorescence imaging, single point, set 5 | NAD-dependent protein deacylase sirtuin-5, mitochondrial (Homo sapiens), Q9NXA8 | Purified SirT5, succinyl-peptide AMC, trypsin-coupled fluorescence | inhibition, % at 15 µM | 330,000 compounds, 1.1% hits; in the data active means inhibition above about 15%; inconclusive means no clear call, values can overlap the other calls
S100A4 inh HTS: inhibitors of S100A4-myosin IIA peptide binding, primary screen, biochemical, fluorescence polarization, TAMRA-MyoIIA peptide; AID 652163, 2013; 360,000 compounds, 0.14% hits; inhibition, % at 10.7 µM;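 active means mean inhibition of at least 70% across replicates, with every replicate also reaching that level; inconclusive means mean inhibition reaches 70% but some replicates fall short; inactive means mean inhibition below 70%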
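Material: S100A4 monomer protein | Medium: HEPES pH 7.2 with CaCl2, KCl, NaCl, DTT, Triton | Reagent: Labelled myosin peptide probe, 5 nM | Doses: One dose per compound | Times: 5 min incubation before reading | Benchmarks: Neutral control DMSO, positive control TFP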
PglD inh: C. jejuni PglD acetyltransferase inhibitors, primary screen, biochemical, DTNB colorimetric, single point | UDP-N-acetylbacillosamine N-acetyltransferase PglD (Campylobacter jejuni) | purified PglD enzyme, DTNB colorimetric CoA detection | inhibition, % at 12.5 µM | 360,000 compounds, 0.098% hits | AID 602405, 2012; in the data active means inhibition above about 16%, passing the limit was not always enough; inconclusive means no clear call, values can overlap the other calls; further: strong numbers were not always called active
* hit, by the source's call; ? = inconclusive; nt = not tested or not shown. A portion of the library; the hit share may differ from the screen's.

SMILES | ERp5 block | Statin myotox sup | DENV2 CPE rescue | E-selectin induc | SIRT5 block | S100A4 inh HTS | PglD inh
O=C(C[C@H]1CC[C@@H]2[C@H](COC[C@H](O)CN2CCc2ccccc2)O1)NCCCN1CCOCC1 | -1 | 6 | -2 | 0.0 | 14 | 6 | -4
Cc1ccc(CN2CCC(Oc3cccc(C(=O)NCc4cccnc4)c3)CC2)o1 | 7 | -11 | 3 | nt | -3 | -1 | 0
CCOC(=O)Cn1nnnc1CN(Cc1ccccc1)Cc1cc2cc(CC)ccc2[nH]c1=O | 3 | nt | 4 | nt | 1 | -3 | nt
O=C(c1ccc(C(F)(F)F)cc1)C1CCCN(C(=O)CN2C(=O)CSC2=O)C1 (centres undefined) | 1 | 4 | 4 | nt | -1 | 12 | 2
Cc1ccc2c(c1)sc1nc(=O)n(-c3ccccc3)c(=O)n12 | -3 | nt | -11 | 0.1 | 1 | -5 | nt
CC1Cc2nc(SCC(=O)N3CCN(c4ccccc4)CC3)n(C)c(=O)c2S1 (centres undefined) | -5 | -18 | -5 | nt | -2 | 15 | 3
O=C(c1ccccc1)c1ccc(OCCCCN2CCCCC2)cc1 | 15 | nt | nt | nt | -4 | -2 | -4
CC(=O)C1C(c2ccc(Br)cc2)C2C(C)=NN=C2CC1(C)O (centres undefined) | 8 | -4 | 10 | nt | -3 | 2 | -1
COc1ccc(C(C)=O)cc1CSc1nnc(Nc2ccc(C)cc2)s1 | 2 | nt | 47* | nt | -4 | -10 | 3
Cc1noc(C)c1S(=O)(=O)Nc1ccc2c(c1)C(=O)N([C@H](C)CO)C[C@H](C)[C@@H](CN(C)C(=O)Nc1ccc(F)cc1)OCCCC[C@H](C)O2 | 0 | nt | -3 | -0.2 | 3 | -5 | 2
O=C(Nc1ccc2c(c1)OCO2)C1Cc2c(-c3ccncc3)ccnc2O1 (centres undefined) | 5 | 0 | -4 | 1.6 | 3 | 5 | 3
C[C@@H]1CCCCO[C@@H](CN(C)C(=O)Nc2ccc(C(F)(F)F)cc2)[C@H](C)CN([C@H](C)CO)C(=O)c2cc(NC(=O)NC3CCCCC3)ccc2O1 | -3 | nt | 1 | nt | 2 | -3 | 0
COc1ccc(NC(=O)N(C)C[C@@H]2Oc3ccc(NC(=O)Nc4cccc5ccccc45)cc3C(=O)N([C@@H](C)CO)C[C@H]2C)cc1 | -2 | nt | nt | -0.1 | 3 | 0 | -5
CCCc1cc(C(=O)Nc2ccccc2C(=O)OC)no1 | -5 | 22 | 11 | 17 | -4 | 16 | 5
COc1cc(Cl)c(C)cc1NC(=O)c1ccc(S(C)(=O)=O)cc1 | 4 | nt | nt | 0.7 | -3 | -3 | nt
CO[C@H]1CN(C)C(=O)c2ccc(NC(=O)C3CC3)cc2OC[C@@H](C)N(Cc2cc(F)ccc2F)C[C@@H]1C | 2 | 34 | 13 | 0.0 | 10 | 4 | 1
C=CCC(COCc1ccccc1)NS(=O)(=O)c1ccccc1Br (centres undefined) | -3 | 8 | 1 | 0.0 | nt | -27 | -2
O=C(Nc1cccc2ccccc12)c1csc([C@@H]2C[C@H](O)[C@@H](CO)O2)n1 | -2 | -5 | ? | 0.1 | -6 | 7 | nt
CCCNC(=O)N1C[C@H]2[C@@H](c3ccccc31)[C@@H](CO)N2CC1CCCCC1 | nt | -31 | nt | 0.2 | nt | nt | -2
C[C@H]1CCCCO[C@@H](CN(C)Cc2ccccc2)[C@@H](C)CN([C@@H](C)CO)C(=O)c2cc(NC(=O)Nc3ccccc3)ccc2O1 | 5 | nt | -25 | nt | 4 | 2 | -1

3 compounds drawn at random from the list so far:
SMILES | ERp5 block | Statin myotox sup | DENV2 CPE rescue | E-selectin induc | SIRT5 block | S100A4 inh HTS | PglD inh
CC(=O)C1C(c2ccc(Br)cc2)C2C(C)=NN=C2CC1(C)O (centres undefined) | 8 | -4 | 10 | nt | -3 | 2 | -1
CCCc1cc(C(=O)Nc2ccccc2C(=O)OC)no1 | -5 | 22 | 11 | 17 | -4 | 16 | 5
O=C(Nc1cccc2ccccc12)c1csc([C@@H]2C[C@H](O)[C@@H](CO)O2)n1 | -2 | -5 | ? | 0.1 | -6 | 7 | nt

Remaining list, next part:
SMILES | ERp5 block | Statin myotox sup | DENV2 CPE rescue | E-selectin induc | SIRT5 block | S100A4 inh HTS | PglD inh
O=C1CCC(C(=O)OCc2nnc(-c3ccc(Br)cc3)o2)=NN1 | 4 | -2 | -3 | nt | -2 | -1 | 2
COC(=O)c1cc2cc(OC)ccc2n1C | 2 | 3 | ? | -0.1 | nt | -17 | -2
CCC(C)[C@H](NC(=O)N1CCC(C)CC1)C(=O)OC (some centres undefined) | 1 | nt | -6 | 0.1 | -4 | 0 | nt
Cc1ccc(S(=O)(=O)Nc2ccc3cn[nH]c3c2)cc1C | 6 | -10 | 1 | -0.1 | nt | 2 | -7
CN(C)CC(=O)N[C@@H]1CC[C@H](CC(=O)O)O[C@@H]1CO | -8 | nt | -4 | -0.4 | -2 | 7 | nt
O=C(/C=C/c1ccccc1)Oc1ccc(C(=S)N2CCOCC2)cc1 | -6 | nt | 5 | nt | -2 | -11 | nt
CCCCC(=O)Nc1nc2ccc3nc(C)sc3c2s1 | -2 | -15 | 2 | -1.4 | 0 | -8 | -4
Cc1cccc(NC(=O)CNC(=O)COc2cc(F)ccc2[N+](=O)[O-])c1C | 6 | 10 | -3 | nt | -2 | 2 | nt
Oc1c(/C=N/c2ccccn2)sc2ccccc12 | ? | 9 | 1 | -0.2 | 0 | -8 | -5
O=C(c1cc2cc(Cl)ccc2o1)N1CCCC1 | 1 | 8 | -6 | -0.1 | -1 | 3 | 5
Cc1cc(C)cc(N2C(=O)CC(Sc3nnnn3-c3ccccc3)C2=O)c1 (centres undefined) | 2 | -12 | nt | nt | -1 | 0 | 0
O=C(Nc1nnc(-c2ccc3c(c2)OCCO3)o1)c1ccc(Cc2ccccc2)cc1 | 2 | -10 | ? | 1.1 | -2 | -9 | 4
COc1ccc(S(=O)(=O)N2C[C@H]3CON(C)[C@H]3C[C@H]2c2ccc(-c3cc4ccccc4o3)cc2)cc1 | -6 | 10 | -5 | nt | -5 | -2 | 7
O=C(Nc1ccc(F)cc1)C1CCN(C(=O)c2ccc(F)cc2)CC1 | 0 | 26 | -5 | 5.3 | 5 | -3 | -2
CN(CCC(=O)c1ccccc1)CCC(=O)c1ccccc1 | -1 | -19 | 1 | 0.3 | -7 | 3 | 3
COCC(=O)Nc1ccc2c(c1)C(=O)N(C)C[C@H](OC)[C@@H](C)CN(CCC(F)(F)F)[C@@H](C)CO2 | 3 | 1 | -7 | -0.1 | -11 | -3 | 0
CCc1cccc2c(C(=O)CSc3nnc(C4CC4)o3)c[nH]c12 | 0 | 1 | 2 | nt | -1 | -1 | 1
CCN(CC)C(=O)Cn1cnc2sc(C)c(S(=O)(=O)N3CCC(C)CC3)c2c1=O | 4 | -2 | 15 | nt | -2 | -5 | 3
CCC1=Nc2cc(C(=O)O)ccc2Sc2ccc(Cl)cc21 | 6 | nt | 2 | 0.4 | 2 | 2 | 5
COc1ccc(NC(=O)Nc2ccc3c(c2)C(=O)N([C@H](C)CO)C[C@@H](C)[C@H](CN(C)Cc2ccc4c(c2)OCO4)OCCCC[C@@H](C)O3)cc1 | -6 | nt | 24* | 0.7 | 3 | 7 | 2
Cc1ccccc1N1CCN(C2CCCN(C(=O)CN3CCCC3=O)C2)CC1 (centres undefined) | 3 | nt | -4 | -0.3 | 9 | -3 | 1
COc1ccc(OC)c(S(=O)(=O)N2CCC3(CC2)OCCN3S(=O)(=O)c2cccs2)c1 | 4 | 8 | 8 | 0.0 | -1 | 2 | -2
O=C(C[C@@H]1CC[C@@H](NS(=O)(=O)c2ccc(F)cc2)[C@H](CO)O1)N1CCC(Cc2ccccc2)CC1 | -4 | 15 | 0 | -0.5 | -2 | 10 | 3
O=C(O)c1ccc(Cn2cnc3scc(-c4ccccc4)c3c2=O)cc1 | 2 | -5 | 4 | -2.3 | -2 | -5 | -2
C/C(=N\O)c1oc2ccc3c(C)cc(=O)oc3c2c1C | 5 | nt | 3 | 1.9 | 0 | -9 | nt
CCNc1nc(N)nc(Oc2ccc(OCCOc3ccc(Cl)cc3Cl)nn2)n1 | -5 | 14 | nt | nt | nt | -8 | -1
COCC#Cc1cnc2c(c1)C(=O)N([C@H](C)CO)C[C@H](C)[C@@H](CN(C)C(=O)NC1CCCC1)O2 | -10 | 10 | -2 | -0.7 | -3 | 17 | -4
C[C@H](c1ccccc1)N1C[C@@H](COCc2ccccc2)Oc2cccc(F)c2S1(=O)=O | 2 | nt | 2 | nt | -3 | -2 | nt
COc1cc(/C=N/NC(=O)c2cccnc2)ccc1OS(=O)(=O)c1cc(C)ccc1C | -3 | nt | 6 | 0.0 | -3 | 11 | nt
COc1ccccc1CN1[C@@H](CO)[C@@H](c2ccccc2)C12CN(C(=O)c1ccccn1)C2 | -5 | nt | 5 | -0.2 | -5 | -11 | nt
CCNC(=O)c1ccc(C2SCC(=O)N2CCc2ccccc2)cc1 (centres undefined) | 3 | nt | -3 | nt | -4 | 4 | nt
CCCNC(=O)C1(C)CCCN(Cc2ccccc2Cl)C1 (centres undefined) | -4 | 31 | -9 | -0.1 | nt | 0 | -5
Cn1c2ccccc2c2cc(/C=N/NC(=O)c3ccccc3F)ccc21 | 1 | nt | -8 | 0.1 | -4 | -4 | -9
COc1ccc2c(C=O)cn(C)c2c1 | -1 | nt | 9 | -0.7 | 1 | -10 | 2
NS(=O)(=O)c1ccc(NC(=O)CCC(=O)c2cccs2)cc1 | 1 | -3 | -1 | -0.1 | -1 | 0 | 4
O=C(CSc1nnc(C2CC2)n1CC1CCCO1)Nc1ccc(Cl)cc1 (centres undefined) | -3 | -2 | -1 | nt | -7 | 1 | 6
COc1ccc(C)cc1Nc1nc(C)nc2sc(C)cc12 | 1 | -33 | -5 | 0.7 | -3 | 4 | -6
COC(=O)c1cccc(NC(=O)CN2C(=O)c3ccccc3C2=O)c1 | 1 | 4 | 4 | 0.4 | -3 | -4 | 2
COc1ccc(S(=O)(=O)N2CCN(c3c(C)cccc3C)CC2)cc1OC | -1 | -31 | -2 | -0.1 | nt | -1 | -4
CCCn1c(SCC(=O)N2c3ccccc3Sc3ccccc32)nc2ccccc21 | -3 | nt | -9 | nt | -4 | -2 | nt
O=C(Cc1cccnc1)N[C@H]1CC[C@@H](CCn2cc(-c3ccccc3F)nn2)O[C@@H]1CO | 1 | 13 | 0 | -1.9 | 1 | 3 | 8
COc1ccc(NS(=O)(=O)c2ccc(C(=O)N3CCN(Cc4ccccc4)CC3)cc2)cc1 | 3 | nt | 2 | nt | 6 | 2 | nt
C[C@H]1Cn2cnc(C(=O)Nc3cccc(Cl)c3)c2C(=O)N1 | 3 | -10 | -6 | 0.4 | -2 | -3 | -1
O=[N+]([O-])c1ccc(/C=[N+](\[O-])[C@@H]2CCCC[C@@H]2/[N+]([O-])=C/c2ccc([N+](=O)[O-])o2)o1 | 2 | -170 | 7 | 0.0 | 0 | -3 | 2
CCC(C)[C@H](NC(=O)N1CCn2c1nc1ccccc12)C(=O)NCCc1ccccc1 (some centres undefined) | 3 | 3 | 8 | nt | -5 | -1 | -3
CCn1c(SCC(=O)Nc2ccc(OC)cc2)nc2c1c(=O)n(C)c(=O)n2C | 1 | 1 | -2 | nt | -1 | -3 | 4
